# High-throughput results from PubChem.
# Ins promoter up – insulin promoter activators in MIN6 cells, imaging, high-content screening, mouse beta cells; 190,000 tested, 0.3% active; MIN6 insulin promoter-GFP reporter; active compounds read high; z-score at 5 µM;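 active = z-score above 3 at 5 µM with at least 500 cells counted in the well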
# P. falciparum M17LAP – P. falciparum M17LAP inhibitors, primary screen, biochemical, fluorogenic H-Leu-NHMec substrate, 1536-well (AID 1619); 220,000 tested, 0.38% active; recombinant M17LAP, H-Leu-NHMec fluorogenic kinetic assay; higher % means a stronger effect; Leucine aminopeptidase (Plasmodium falciparum (isolate 3D7)); inhibition, % at 30 µM; hits with a dose series show IC50 in µM;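 active = compound inhibiting the enzyme by more than half at any dose during confirmatory dose-response retesting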;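 note: plate controls were full reaction with DMSO carrier for no effect and no enzyme background for full effect; strong numbers were not always called active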
# Yfh1-depleted yeast – enhancers of respiration in Yfh1-depleted yeast, dose response, Friedreich's ataxia, plus single-dose screen (AID 1465); S. cerevisiae Yfh1-off respiration, WST-1 reduction, 72 h; higher fold induction means a stronger effect; fold induction at 50 µM, or EC50 in µM where a hit was titrated; 220,000 tested, 0.074% active;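 active = fold induction of absorbance versus untreated yeast above a set limit, then at least 30% activation at any dose in follow-up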;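 note: activators that raise dye reduction in frataxin-depleted yeast; strong numbers were not always called active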
# MT stabilize HCS – microtubule stabilizers in HeLa cells, primary screen, imaging, high-content imaging. HeLa tubulin immunostaining HCS, 24 h; share of cells brighter than vehicle mean+2SD. % tubulin-high responders, % at 10 µM. 200,000 tested, 0.83% active. AID 2205, 2009;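 active = plate Z-score above 3 for both tubulin-high and condensed-nucleus cell shares, with cell loss under 80%, at 10 µM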;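 note: anti alpha tubulin signal scored within the nucleus-defined area of each cell; some results filed as inactive read as strong as hits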
# b-catenin transl – modulators of beta-catenin nuclear translocation, primary screen, imaging, HeLa cells, immunofluorescence, high-content | nuclear translocation activity, % at 5 µM | 190,000 tested, 0.3% active;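 active = nuclear translocation activity above 50% at 5 µM, with a well cell count of 50 or more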;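 note: per-cell ratio of nuclear to cytoplasmic median beta-catenin stain intensity; plate controls were DMSO negative control for no effect and GSK-3 inhibitor IX positive control for full effect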
#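 test system = HeLa cells, endogenous beta-catenin | dosing = single 5 µM dose plus 0.02–20 µM confirmation series | times = compound treatment 24 h, 37°C, 5% CO2 | technique = beta-catenin immunofluorescence imaging with DAPI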
# Dynein transport – inhibitors of GR-EGFP nuclear translocation, primary screen, dynein cargo transport inhibitor project, imaging, high-content, 3617.4 mouse cells; test concentration mostly 20 µM; stimulated with dexamethasone, 1 µM; active compounds read low; 220,000 tested, 0.47% active; z-score, hits read low;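 active = plate z-score of nuclear minus cytoplasmic receptor signal below a set negative limit, without overly bright fluorescence or cell loss, cut at about -3.5 in these data, passing the limit was not always enough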;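 note: z-score of nuclear minus cytoplasmic ring GR-EGFP intensity difference per well; some compounds called inactive have numbers as strong as hits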
#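 Buffer or medium: Induction medium lacking tetracycline, stripped serum | Also added: Dexamethasone agonist, 1.0 µM final, for 30 min | Timing: 48 h induction, 1 h compound, 30 min dex at 37 °C | Detection: Formaldehyde fixation, Hoechst nuclear stain, 10x automated fluorescence imaging | Measure: Nuclear versus cytoplasmic GR-EGFP signal, averaged per well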
# NOD1 NF-kB reporter – NOD1 signaling inhibitors, primary screen, cell-based, luminescence, uHTS (AID 1578); 290,000 tested, 1% active; NOD1-driven NF-kB luciferase reporter cells, luminescence; higher % means a stronger effect; inhibition, % at 4 µM, or EC50 in µM where a hit was titrated; in the data active = inhibition mostly above about 36%, no sharp cut-off; inactive = mostly below about 34%;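 note: HEK-293T reporter cells stimulated with the NOD1 agonist gamma-tri-DAP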
# Autophagy HCS – autophagy modulators in MEF cells, primary screen, imaging, high-content, MEF GFP-LC3. MEF GFP-LC3 puncta imaging; test concentration mostly 10 µM. calls only at 10 µM (by protocol). 190,000 tested, 0.98% active;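 active = percentage of spot-positive cells more than 3 SD above its plate mean, without a fluorescence outlier flag or 80% toxicity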;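 note: spot-positive cell cutoff set from DMSO-treated cells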
# HEK293 NOD2/NF-kB – NOD2 signaling inhibitors, cell-based, luminescence, uHTS, HEK293 (AID 1566). one-dose inhibition, % at 4 µM; EC50 in µM for titrated hits. 290,000 tested, 0.63% active. HEK293 NOD2/NF-kB luciferase reporter, luminescence; higher % means a stronger effect; in the data active = inhibition above about 50%; note: many of its hits are not listed in these tables
# Dynein transport cytoplasmic EGFP – second read-out of Dynein transport, no call of its own (marks repeat the call); z-score; measured here: cytoplasmic GR-EGFP intensity; active compounds read high
# Dynein transport nuclear GR-EGFP – also measured in Dynein transport; calls as there; z-score; measured here: nuclear GR-EGFP intensity;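 lower value marks the stronger effect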
# Dynein transport cell count – further read-out of Dynein transport, marked with its call; z-score; measured here: cell count per field
# Ins promoter up cell count – recorded beside Ins promoter up, whose call it bears; cell count; measured here: cytotoxicity, nuclei count;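 total cells summed across four imaged fields per well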
# b-catenin transl cell count 5 µM – also measured in b-catenin transl; calls as there; cell count; measured here: cell count, cytotoxicity flag
# MT stabilize HCS Hoechst-high % – also measured in MT stabilize HCS; calls as there; % Hoechst-high responders; measured here: nuclear condensation Hoechst responders;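 share of cells brighter than vehicle mean plus two SD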
# MT stabilize HCS cytotoxicity % – recorded beside MT stabilize HCS, whose call it bears; toxicity, %; measured here: cytotoxicity by cell density;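 0% = mean cell density of plate MIN control wells and 100% = no cells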
# Autophagy HCS cell loss 18 h – also measured in Autophagy HCS; calls as there; toxicity, %; measured here: cell loss, nuclei count;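 cell loss after 18 h compound exposure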
# * hit, by the source's call; i = inactive; nt = no result given.
SMILES,Ins promoter up,Ins promoter up cell count,P. falciparum M17LAP,Yfh1-depleted yeast,MT stabilize HCS,MT stabilize HCS Hoechst-high %,MT stabilize HCS cytotoxicity %,b-catenin transl,b-catenin transl cell count 5 µM,Dynein transport,Dynein transport cytoplasmic EGFP,Dynein transport nuclear GR-EGFP,Dynein transport cell count,NOD1 NF-kB reporter,Autophagy HCS,Autophagy HCS cell loss 18 h,HEK293 NOD2/NF-kB
CC1(C)CC2(C)Nc3ccccc3N2C(=S)N1 (stereo not given),1,1285,-3%,i,2.5,2.0,5.0,nt,nt,0.41,0.059,-0.015,-0.79,-28%,i,12,-2%
COc1ccccc1NC(=O)COc1ccccc1C(=O)Nc1ccccc1,-0.13,1527,6%,i,4.1,3.4,5.7,-3.7,1118,-0.14,-0.26,0.52,-0.23,-20%,i,15,-2%
Cc1cc(NC(=O)COc2cccc(C)c2C)no1,-0.29,2035,2%,i,6.9,2.3,3.8,-2.6,1091,-0.69,-0.2,-0.32,0.26,-19%,nt,nt,-19%
CC(C)CCSc1ncnc2c1oc1nc3c(cc12)COC(C)(C)C3,nt,nt,4%,i,3.6,2.3,11,-0.7,1184,-0.74,-0.21,-0.39,1.4,5%,i,1,-8%
CC1(C)CC(NCc2ccncc2)CC(C)(C)N1,-0.53,1486,-5%,i,3.5,2.1,13,0.3,1519,-0.71,-0.31,-0.6,-0.19,-12%,i,-5,28%
CC(=O)Cn1cnc2sc(-c3ccccc3)cc2c1=O,-0.46,915,3%,i,1.7,2.0,0.4,nt,nt,2,0.16,1.8,-1.4,-76%,i,24,-76%
O=C1[C@H](CC[C@H](O)c2ccc(F)cc2)[C@@H](c2ccc(O)cc2)N1c1ccc(F)cc1,-0.15,1384,3%,i,nt,nt,nt,3.4,989,nt,nt,nt,nt,-12%,nt,nt,-15%
Cc1cc(=O)oc2cc(OCC(O)CN3CCN(c4ccc(F)cc4)CC3)ccc12 (stereo not given),-0.38,1240,1%,i,1.9,3.0,12,-6.3,1041,0.88,-0.12,1.1,-0.46,4%,i,-17,-6%
Nc1ncnc2c1C1(CCCCC1)Cc1ccccc1-2,-0.17,1408,-3%,i,4.0,2.7,0.8,-0.5,1118,-0.26,0.15,-0.33,0.78,63%,i,-13,17%
O=C(O/N=C\c1ccc(N2CCCCC2)c([N+](=O)[O-])c1)c1c(F)cccc1F,nt,nt,-3%,i,3.7,3.7,9.3,nt,nt,-0.32,-0.23,0.13,0.83,15%,i,16,4%
CCCc1cc(=O)[nH]c(SCc2ccccc2Cl)n1,nt,nt,7%,i,3.7,2.2,0.5,nt,nt,0.049,-0.082,0.17,0.44,13%,i,-2,14%
CN(C)C(=S)c1ccc2ccccc2n1,-0.11,1553,0%,i,6.1,3.5,7.2,-2.2,1001,-0.61,-0.35,-0.031,0.19,-25%,i,5,-4%
CCCCCc1nc2c(c3c1CCCC3)CCCC2,nt,nt,4%,i,nt,nt,nt,-0.6,1275,-0.69,-0.2,0.082,-0.28,3%,nt,nt,14%
COC(=O)C(c1cc(OC)c(O)c(OC)c1)(N1CCNC(C)C1)C(F)(F)F (stereo not given),-0.48,1198,-3%,i,1.9,2.5,9.2,-1.0,1100,-0.67,-0.22,0.081,0.53,-14%,i,-11,-1%
CCCC(=O)Nc1ccc(Cl)c(NC(=O)c2cccc(OC)c2)c1,0.01,1515,0%,i,1.3,1.6,8.0,1.5,867,-0.54,-0.29,-0.16,0.53,-8%,i,11,20%
COC(=O)/C=C1/N/C(=N\c2nc(C)cc(C)n2)N(c2ccc(Cl)cc2)C1=O,-0.09,1206,12%,i,1.1,2.9,6.9,0.6,1331,-0.7,-0.23,-0.82,0.81,-3%,i,-7,-3%
Cc1ccc(C(c2nnnn2CC2CCCO2)N2CCN(C)CC2)cc1 (stereo not given),0.41,1449,0%,i,2.6,1.5,3.3,2.7,929,-0.21,-0.3,0.16,0.033,-30%,i,25,15%
CCCCNC(=O)c1ccc(NC(C)=O)c(Cl)c1,1.3,1394,2%,i,4.5,1.3,12,-1.7,1117,-0.26,-0.27,-0.029,0.18,-61%,i,11,-4%
COc1ccc(N=C2NC(=O)/C(=C\C=C\c3ccccc3)S2)cc1,nt,nt,7%,i,1.6,1.0,3.1,0.2,1076,1.1,0.07,0.37,-0.21,-20%,i,0,-4%
CCOC(=O)C(NCc1ccc2c(c1)OCO2)(NC(=O)CC)C(F)(F)F (stereo not given),-0.88,1453,2%,i,3.1,1.1,6.4,-2.9,1066,0.29,-0.21,-0.0071,0.26,0%,i,0,9%
COc1ccc(/C(N)=N/OC(=O)Oc2ccccc2)cc1OC,0.29,1245,0%,i,3.9,2.3,11,-6.3,609,0.2,-0.25,0.38,0.18,-15%,i,-3,-8%
CCN(CC)S(=O)(=O)c1ccc(NC(=O)c2cc(-c3cccs3)nc3ccccc23)cc1,0.06,1242,-2%,i,3.9,2.3,2.1,-2.0,525,-0.96,-0.22,-0.8,0.95,3%,i,0,3%
Cc1ccsc1C(=O)N/N=C/c1ccc2c(c1)OCO2,0.73,1319,-4%,i,4.4,1.8,6.2,2.1,457,-0.19,-0.19,0.064,0.67,-55%,i,7,-112%
CCn1c2ccccc2c2cc(NC(=O)CSc3nnc(-c4cccc(Cl)c4)o3)ccc21,-1.7,1272,0%,nt,18,2.1,22,-0.3,1388,-0.16,-0.19,0.41,0.95,-38%,i,26,-13%
C=CCN1C(=O)CN=C1Nc1ccc(F)cc1,-0.09,1758,11%,i,2.3,2.5,8.8,1.6,1500,-0.84,-0.29,-0.35,0.69,-17%,i,-4,-2%
CC(C)Oc1ccc(CC(=O)NNC(=S)Nc2ccc(Br)cc2)cc1,-0.02,1304,0%,i,6.2,2.6,4.5,-0.8,580,-0.094,0.53,0.57,-0.076,-2%,i,4,14%
O=C(Cn1c(=O)sc2ccccc21)Nc1ccccc1C(=O)O,0.42,1144,31%,nt,3.5,4.0,8.2,3.2,1146,-0.077,-0.33,-0.0084,-0.16,10%,i,10,20%
CC(C)N(C(=O)C1CC(=O)OC12CCCCC2)C(C)C (stereo not given),0.29,973,0%,i,1.3,1.2,13,nt,nt,-0.36,-0.23,-0.016,1,-19%,i,-12,-10%
Cc1ccc(-c2cc(C(F)(F)F)c(C#N)c(SCCC#N)n2)o1,0.04,1154,0%,i,3.6,1.5,5.7,6.1,972,0.37,-0.19,-0.14,1.4,-26%,i,14,-17%
CCOC(=O)/C=C/C(=O)Nc1ccc(Oc2ccccc2)cc1,-0.14,1435,0%,i,1.7,1.8,6.7,1.6,1005,-3,0.29,-1.6,0.92,7%,i,-11,45%
S=c1[nH]nc(C2CCCCC2)n1/N=C/C=C/c1ccccc1,0.08,1639,6%,nt,1.4,1.6,8.8,-1.0,1403,-0.8,-0.026,-0.45,0.11,-22%,i,0,4%
Cc1ccc(O)c(NC(=O)CSc2n[nH]c(C)c2[N+](=O)[O-])c1,0.43,1223,-1%,i,3.4,2.2,1.7,-0.7,1029,-0.84,-0.31,-0.065,0.6,-18%,i,9,-18%
Cc1c(C(=O)OCc2ccccc2)[nH]c2c1C(=O)CC(c1ccco1)C2 (stereo not given),0.96,1247,16%,i,6.8,47,49,120*,351*,-1.8,-0.16,-0.48,0.51,-19%,i,32,-3%
CCOC(=O)C(=CNc1cc(C)ccc1C)C(=O)OCC,0.18,1461,13%,nt,2.6,1.4,5.4,-1.6,948,0.81,-0.17,0.038,-0.89,2%,i,-28,-4%
O=C(CNC(=O)c1ccncc1)N/N=C/c1cc(Br)ccc1OCc1ccccc1,-0.19,1097,1%,i,nt,nt,nt,0.0,1367,-0.9,-0.24,-0.43,1.5,-12%,nt,nt,-9%
COc1ccc(CC(=O)NCc2nnc(SCCOc3ccccc3)n2C)cc1,-0.46,1376,-1%,i,3.1,1.3,8.1,nt,nt,0.12,-0.11,-0.6,0.49,-8%,i,-6,-2%
CN(Cc1cccs1)CC(O)COCc1ccco1 (stereo not given),-0.11,1368,4%,i,1.5,0.3,26,2.0,924,1.6,-0.12,0.94,-0.14,0%,i,-12,-28%
Cc1cc(=O)oc2cc(OCC(=O)NCCCN3CCOCC3)ccc12,1.1,1087,5%,i,2.2,1.6,5.4,-3.3,1103,-0.16,-0.18,0.087,-0.39,-9%,i,-1,13%
COc1ccc(S(=O)(=O)N2CCOCC2)cc1NC(=O)CSc1n[nH]c(=O)n1C1CC1,0.09,1698,-10%,i,1.3,3.1,11,-2.9,1096,1.2,-0.26,0.75,-0.73,-23%,i,9,4%

# These rows are one share of the data. The share of hits here may be higher or lower than overall.
